Screening data: PubChem BioAssay, several laboratories
Anthrax LF prot: anthrax lethal factor protease inhibition; P15917; 360,000 compounds, 0.12% hits; AID 588501; multiplex microsphere protease cleavage assay, LF; inhibition, % at 10 µM; in the data active = inhibition above about 30%; inconclusive = no clear call, values can overlap the other calls; note: plate controls were buffer without enzyme for full effect and enzyme alone for no effect
PfHsp40 yeast: rescue of PfHsp40-mediated yeast toxicity; S. cerevisiae expressing PfHsp40, growth rescue, ATP luminescence; 340,000 compounds, 0.68% hits; growth rescue, % at 12.5 µM; AID 504582; in the data active = growth rescue above about 28%, passing the limit was not always enough; inconclusive = no clear call, values can overlap the other calls;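 note: yeast W303a lacking pdr1 and pdr3 grown in galactose medium; growth measured after three days at 30 °C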
TcdB inh: TcdB glycohydrolase inhibition. P18177. TcdB glycohydrolase enzymatic assay, plate reader. inhibition, % at 9.99 µM. 350,000 compounds, 0.24% hits. AID 652162; in the data active = inhibition above about 10%
BH1578 lux ind: quorum light induction in luxS cqsA deficient V. cholerae; V. cholerae BH1578 lux reporter, luminescence, 6 h; activation, % at 18.7 µM; 350,000 compounds, 0.16% hits; in the data active = activation mostly above about 9.7%, no sharp cut-off; inconclusive = no clear call, values can overlap the other calls; inactive = mostly below about 3.7%; note: not every result past the cut was called active; inactives centre near 0; reference of the scale not given here
Yp Topo-I inh: inhibitors of Yersinia pestis topoisomerase I | 360,000 compounds, 0.064% hits | activity, % at 10 µM | Y. pestis Topo-I cleavage product accumulation, plate reader; in the data active = activity above about 50%, passing the limit was not always enough; inconclusive = no clear call, values can overlap the other calls; note: inactives centre near 2
PriA SSB inh: blocks PriA binding to SSB C-terminal tail. inhibition, % at 33 µM. AlphaScreen SSBct-PriA binding, biotinylated peptide. AID 1272365. 430,000 compounds, 0.6% hits; in the data active = inhibition mostly above about 37%, no sharp cut-off; inactive = mostly below about 20%;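 note: plate controls were negative control peptide for no effect and reference peptide for full effect; strong numbers were not always called active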
MazF activator: increases E. coli MazEF RNase cleavage of RNA | P0AE70 | FAM/BHQ RNA-DNA oligo cleavage fluorescence, 5 h | activation, % at 20 µM | 350,000 compounds, 0.32% hits | AID 504720; in the data active = activation above about 50%
Target sequence (P0AE70 whole entry, looked up): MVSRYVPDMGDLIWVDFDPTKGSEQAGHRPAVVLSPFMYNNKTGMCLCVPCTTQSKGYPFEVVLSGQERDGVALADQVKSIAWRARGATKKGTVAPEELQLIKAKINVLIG
SARS 3CLpro inh: SARS-CoV 3CLpro protease inhibition; P0C6X7; recombinant SARS-CoV 3CLpro, quenched FRET peptide cleavage; inhibition, % at 6 µM; 290,000 compounds, 0.14% hits; AID 1706; in the data active = inhibition above about 12%
DUSP3 inh: DUSP3 (human) phosphatase inhibition; recombinant VHR phosphatase, pNPP absorbance; 290,000 compounds, 0.52% hits; P51452; inhibition, % at 13.3 µM; in the data active = inhibition above about 50%; note: some compounds called inactive have numbers as strong as hits
Target sequence (P51452 whole entry, looked up): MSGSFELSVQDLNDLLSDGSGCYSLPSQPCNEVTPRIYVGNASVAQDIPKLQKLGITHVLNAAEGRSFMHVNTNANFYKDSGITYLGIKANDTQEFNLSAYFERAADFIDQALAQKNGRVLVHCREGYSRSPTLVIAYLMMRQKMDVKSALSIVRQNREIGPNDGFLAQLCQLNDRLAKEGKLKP
Rv3671c protease: inhibits the M. tuberculosis serine protease Rv3671c | P9WHR9 | inhibition, % at 5.96 µM | 320,000 compounds, 0.048% hits; in the data active = inhibition above about 38%;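 note: extracellular domain of Rv3671c used as enzyme; 0% = enzyme with DMSO and 100% = no enzyme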
Target sequence (P9WHR9 whole entry, looked up, the tested form may be a part): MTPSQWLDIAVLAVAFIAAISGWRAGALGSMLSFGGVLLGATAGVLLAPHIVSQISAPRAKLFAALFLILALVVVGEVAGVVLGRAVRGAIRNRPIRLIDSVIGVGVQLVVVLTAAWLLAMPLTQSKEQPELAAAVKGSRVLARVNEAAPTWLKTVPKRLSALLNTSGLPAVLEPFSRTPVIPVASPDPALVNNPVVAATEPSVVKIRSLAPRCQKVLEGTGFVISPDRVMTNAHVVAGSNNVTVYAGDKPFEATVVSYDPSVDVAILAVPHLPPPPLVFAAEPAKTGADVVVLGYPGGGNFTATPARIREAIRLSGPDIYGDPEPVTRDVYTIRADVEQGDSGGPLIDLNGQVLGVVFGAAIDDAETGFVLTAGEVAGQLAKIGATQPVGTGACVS
* marks the source's active call; other numbers are inactive results; i = inactive; ? = inconclusive; . = not tested or not shown. An excerpt, so the mix of outcomes need not match the whole.

SMILES	Anthrax LF prot	PfHsp40 yeast	TcdB inh	BH1578 lux ind	Yp Topo-I inh	PriA SSB inh	MazF activator	SARS 3CLpro inh	DUSP3 inh	Rv3671c protease
COc1ccc(-n2nc3c(c2NC(=O)C(C)Oc2ccccc2)CS(=O)(=O)C3)cc1 (centres undefined)	1	-1.0	0.8	i	10	-12	13	4	21	5
CC1(C(=O)NCc2ccc(Cl)c(Cl)c2)Oc2cccnc2NC1=O (centres undefined)	-10	-0.1	-0.3	-0.3	-9	4	22	-1	-5	1
O=C(C(=O)N1CCN(c2ccccc2)CC1)c1c[nH]c2ccccc12	7	0.1	1.0	i	4	8	5	4	9	-4
O=C(CSc1nnc(COc2cccc3cccnc23)o1)N1CCc2ccccc21	1	-0.5	.	i	3	-9	-134	6	25	-1
COc1ccc(OC)c(N(CC(=O)N2CCCC2)S(=O)(=O)c2ccc(C)cc2)c1	4	-0.2	-0.4	i	4	0	4	-1	20	3
Cc1cc(C)c(OCCCCNCc2ccccc2)c(Cl)c1	-3	-0.1	.	-1.9	19	-15	0	-4	18	0
COc1cc(NC2CCCCC2O)c2nc(-c3ccc(Cl)cc3)ccc2c1 (centres undefined)	17	0.9	0.0	i	5	-6	-11	0	32	-36
CS(=O)(=O)N(CC(=O)N/N=C/c1ccco1)c1ccccc1Br	-2	-1.1	-0.4	0.2	-4	.	9	2	1	9
CCc1nn(C(C)C(=O)NCCN2CCCCCC2)c(=O)c2cc3occc3n12 (centres undefined)	-3	1.3	0.0	2.0	-4	-2	9	-2	48	-12
COC(=O)c1ccc(CSC2=NC[C@@H]3[C@@H]4C(=O)N(C)C(=O)[C@@H]4[C@](Cc4ccccc4)(C(=O)OC)N23)cc1	-11	1.8	2.2	1.1	4	-5	-1	.	.	.
CCCc1cc(C(=O)NCc2ccccc2)no1	2	0.2	0.9	-0.1	4	-10	2	2	24	-2
COC(=O)CC1c2ccccc2S(=O)(=O)N1Cc1ccccc1 (centres undefined)	-9	-2.1	.	-1.0	-8	-18	0	.	26	-1
Cc1ccc(N2C(=O)CC(N(CCc3ccccc3)C(=S)Nc3ccc(N(C)C)cc3)C2=O)cc1 (centres undefined)	-6	-1.2	.	i	4	17	8	4	25	5
Cc1cc(O)ccc1NC(=S)NC(=O)c1cncc(Br)c1	7	2.7	1.5	i	2	-7	13	4	-2	0
COCCN(Cc1cc2cc(C)ccc2nc1Cl)C(=O)Nc1ccccc1C	-1	0.8	1.1	i	-6	0	-7	-6	26	-14
Cc1nc(Nc2ccccc2C(F)(F)F)sc1C(=O)N(C)C	-3	-1.2	0.5	-0.2	0	-4	9	2	30	7
O=C(Cc1ccccc1)N/N=C/c1ccc(-c2ccc([N+](=O)[O-])cc2)o1	1	-1.3	.	-0.6	-3	.	348*	4	13	-2
Cc1cccc(C)c1OC(=O)C(c1ccccc1)c1ccccc1	-1	-1.8	0.9	i	6	-51	-9	0	2	-11
CCOC(=O)C1=CN(CC)S(=O)(=O)NC1c1ccc2ccccc2c1 (centres undefined)	-5	0.9	0.7	-1.6	-12	-1	4	.	.	.
CCOc1ccccc1NC(=O)Cn1c(=O)n(-c2ccccc2)c(=O)c2oc3ccccc3c21	1	-0.7	.	-0.3	-6	-7	13	3	-5	2
COc1cccc2cc(C(=O)N3CCCCC3C)c(=O)oc12 (centres undefined)	-4	-1.7	.	-0.6	-2	9	7	0	13	-3
Cc1cc(C)c2c(NC(N)=S)n[nH]c2n1	-5	2.2	0.1	-2.1	-5	-1	9	3	1	5
O=c1n(CCCN2CCN(c3cccc(Cl)c3)CC2)nc2ccccn12	-2	0.2	1.2	i	2	0	1	2	-11	5
CC(C)(C)NC(=O)C1CC(=O)N(CCc2ccc(F)cc2)C1 (centres undefined)	6	-0.3	0.6	-0.3	1	-6	-2	-1	5	3
O=C(NCCCCc1ccccc1)c1cc([N+](=O)[O-])cc([N+](=O)[O-])c1	10	2.5	0.6	-0.6	-10	12	-6	-3	9	-3

Additional records:
SMILES	Anthrax LF prot	PfHsp40 yeast	TcdB inh	BH1578 lux ind	Yp Topo-I inh	PriA SSB inh	MazF activator	SARS 3CLpro inh	DUSP3 inh	Rv3671c protease
CCCCc1c(C)nc(N)[nH]c1=O	-8	-0.8	.	.	2	-9	2	-3	11	2
CC(C)n1c(SCC(=O)NCc2ccco2)nc2c1c(=O)n(C)c(=O)n2C	-4	-0.9	.	i	-7	-4	3	-5	12	7
O=C(Nc1cccc(Cl)c1)Nc1nnc(CSCCOc2ccc(Cl)cc2)s1	1	0.2	.	-0.1	9	-6	5	2	-5	-6
Cc1cccn2c(=O)c3cc(C(=O)NCC4CCCO4)c(=N)n(C4CCCCC4)c3nc12 (centres undefined)	-7	1.9	2.0	-0.3	18	-1	-31	-2	20	-7
Cn1c(CN2CCCCC2)nc2cc(NC(=O)c3cccs3)ccc21	0	-0.1	.	i	1	-14	9	6	-5	3
C/C(=N\OC(=O)c1cccc(C)c1)c1sc(-c2ccccc2)nc1C	4	0.6	.	3.6	-9	.	-3	6	35	-11
N#CCCN(Cc1ccccc1)C(=O)Nc1ccc(F)cc1	-6	-0.6	-2.7	-0.6	-7	0	-1	5	9	-1
CC(C)C(=O)Nc1nnc(SCC(=O)Nc2ccc3c(c2)OCO3)s1	2	?	.	-0.7	8	0	4	5	-5	3
Cc1noc(C)c1C(=O)OCC(=O)NCCC1=CCCCC1	-13	-0.4	.	-0.1	0	-23	2	-4	7	1
Cc1nc(SCC(=O)N2CCN(c3ccccc3)CC2)n[nH]1	-1	1.0	-0.3	i	4	-17	9	-7	31	-1
COCCNC(=S)N(CCc1c(C)[nH]c2ccc(F)cc12)Cc1cccnc1	-7	-0.7	-0.1	0.6	-3	14	5	-6	7	11
COc1cnn(-c2ccc(Br)cc2)c(=O)c1SCc1ccccc1	-3	3.0	1.0	0.1	12	-6	12	2	2	-10
O=C(NNC(=S)NCc1ccco1)c1ccc(Cl)s1	1	-0.3	.	-0.3	3	-12	-8	-7	21	-4
O/N=C(\c1ccc2c(c1)OCCO2)C1CCCCC1	2	0.5	.	i	11	.	10	1	21	0
CCOC(=O)c1cnn2c(C)cc(-c3ccc(F)cc3)nc12	0	0.0	.	i	-1	-15	12	-4	-14	-1
O=C1CC[C@@H](O)CCN1CC[C@H](Sc1ccc(Br)cc1)c1ccccc1	1	0.9	2.2	-0.4	33	10	3	.	.	-8
O=C(NCCCN1CCN(CCCNC(=O)c2ccc3c(c2)OCO3)CC1)c1ccc2c(c1)OCO2	8	-0.1	.	-1.7	5	0	4	-4	-11	-4
CCc1nc2ccccc2c(C(=O)OCC(=O)Nc2ccc(NC(C)=O)cc2)c1C	0	0.7	0.3	-0.2	-11	2	-3	.	.	4
Cn1nc(C(C)(C)C)cc1C(=O)N1CCCCC1c1cc(C(=O)Nc2cccc(C#N)c2)no1 (centres undefined)	-8	.	-0.9	i	16	.	.	.	.	.
COc1ccc(NC(=O)COc2ccc(-c3nn(C)c(=O)c4ccccc34)cc2)cc1	-5	1.7	2.1	-0.1	4	2	6	-3	21	1
Cc1nn(Cc2ccc(C(=O)Nc3nccs3)cc2)c(C)c1Cl	-17	-0.4	.	i	4	-6	-5	5	29	0
COC(=O)c1cc(C)sc1NC(=O)CSc1ncccn1	-5	-1.1	-0.1	0.6	6	-15	-2	1	43	-2
COc1c(Cl)ccc(Cl)c1C(=O)NCc1ccco1	-3	1.1	0.9	i	-3	-3	-19	7	5	-1
Nc1ccc(-c2nc3ncccc3o2)c(O)c1	7	-0.4	0.6	-8.3	2	-7	2	-1	24	-1
O=c1c2ccccc2nc2n1CCC2	-8	-0.3	.	-7.1	4	-8	16	6	42	7
CC(=O)c1cccc(-c2ccnc3c2CC(C(=O)NCc2cccs2)O3)c1 (centres undefined)	-17	.	9.0	i	-2	.	.	.	.	.
Cc1c(Cl)c(-c2n[nH]c(=S)n2-c2ccccc2)nn1C	-4	0.4	.	-0.3	-6	1	7	-3	-2	-4
O=C(c1ccco1)N(Cc1nc2ccccc2c(=O)[nH]1)C1CCCC1	-2	-1.3	.	-0.4	13	9	0	-3	18	-4
C=CCn1c(C)cc(C(=O)CN2C(=O)c3ccccc3S2(=O)=O)c1C	.	-2.8	.	i	-4	7	-3	.	.	2
O=C(CCS(=O)(=O)c1ccc(Cl)cc1)NCCc1c[nH]c2ccccc12	-1	-0.1	1.5	i	-2	2	-11	4	20	-1

16 entries from above, with bars between the fields:
SMILES | Anthrax LF prot | PfHsp40 yeast | TcdB inh | BH1578 lux ind | Yp Topo-I inh | PriA SSB inh | MazF activator | SARS 3CLpro inh | DUSP3 inh | Rv3671c protease
CCOC(=O)c1cnn2c(C)cc(-c3ccc(F)cc3)nc12 | 0 | 0.0 | . | i | -1 | -15 | 12 | -4 | -14 | -1
O=C1CC[C@@H](O)CCN1CC[C@H](Sc1ccc(Br)cc1)c1ccccc1 | 1 | 0.9 | 2.2 | -0.4 | 33 | 10 | 3 | . | . | -8
O=C(NCCCN1CCN(CCCNC(=O)c2ccc3c(c2)OCO3)CC1)c1ccc2c(c1)OCO2 | 8 | -0.1 | . | -1.7 | 5 | 0 | 4 | -4 | -11 | -4
CCc1nc2ccccc2c(C(=O)OCC(=O)Nc2ccc(NC(C)=O)cc2)c1C | 0 | 0.7 | 0.3 | -0.2 | -11 | 2 | -3 | . | . | 4
Cn1nc(C(C)(C)C)cc1C(=O)N1CCCCC1c1cc(C(=O)Nc2cccc(C#N)c2)no1 (centres undefined) | -8 | . | -0.9 | i | 16 | . | . | . | . | .
COc1ccc(NC(=O)COc2ccc(-c3nn(C)c(=O)c4ccccc34)cc2)cc1 | -5 | 1.7 | 2.1 | -0.1 | 4 | 2 | 6 | -3 | 21 | 1
Cc1nn(Cc2ccc(C(=O)Nc3nccs3)cc2)c(C)c1Cl | -17 | -0.4 | . | i | 4 | -6 | -5 | 5 | 29 | 0
COC(=O)c1cc(C)sc1NC(=O)CSc1ncccn1 | -5 | -1.1 | -0.1 | 0.6 | 6 | -15 | -2 | 1 | 43 | -2
COc1c(Cl)ccc(Cl)c1C(=O)NCc1ccco1 | -3 | 1.1 | 0.9 | i | -3 | -3 | -19 | 7 | 5 | -1
Nc1ccc(-c2nc3ncccc3o2)c(O)c1 | 7 | -0.4 | 0.6 | -8.3 | 2 | -7 | 2 | -1 | 24 | -1
O=c1c2ccccc2nc2n1CCC2 | -8 | -0.3 | . | -7.1 | 4 | -8 | 16 | 6 | 42 | 7
CC(=O)c1cccc(-c2ccnc3c2CC(C(=O)NCc2cccs2)O3)c1 (centres undefined) | -17 | . | 9.0 | i | -2 | . | . | . | . | .
Cc1c(Cl)c(-c2n[nH]c(=S)n2-c2ccccc2)nn1C | -4 | 0.4 | . | -0.3 | -6 | 1 | 7 | -3 | -2 | -4
O=C(c1ccco1)N(Cc1nc2ccccc2c(=O)[nH]1)C1CCCC1 | -2 | -1.3 | . | -0.4 | 13 | 9 | 0 | -3 | 18 | -4
C=CCn1c(C)cc(C(=O)CN2C(=O)c3ccccc3S2(=O)=O)c1C | . | -2.8 | . | i | -4 | 7 | -3 | . | . | 2
O=C(CCS(=O)(=O)c1ccc(Cl)cc1)NCCc1c[nH]c2ccccc12 | -1 | -0.1 | 1.5 | i | -2 | 2 | -11 | 4 | 20 | -1
